JMJD2A Tudor = blocks the human JMJD2A Tudor domain. O75164. AlphaScreen JMJD2A-Tudor / H3K4me3 peptide binding. Potency, µM (series often up to 114 µM), without a hit: at the highest dose activity change, negative = inhibition, usual class: inhibitors. 390,000 compounds, 4.4% hits; further: on the % scale 0 is the no-effect control and ±100 the full control effect; nearly all actives have a fitted effect of over 50% in size
POLI inh = inhibitors of human DNA polymerase iota. Q9UNA4. Pol iota fluorescent replication assay, 10 min. Potency, µM (series often up to 115 µM), for inactives: at the highest dose activity, negative = inhibition, actives largely listed as inhibitors. 390,000 compounds, 1% hits. AID 588590
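Pol iota at 10 nM preincubated 15 min with compounds at room temperature; reaction started with fluorescent substrate, 50 nM final. Fluorescence read kinetically at 0 and 10 min; buffer-only wells as negative control.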
GLS inh = inhibitors of human glutaminase (GLS) | O94925 | GLS enzymatic activity, qHTS titration | Potency, µM (highest dose often 45.5 µM), without a hit: top-dose activity change, negative = inhibition, usual class: inhibitors | 410,000 compounds, 0.21% hits; further: on the % scale 0 is the no-effect control and ±100 the full control effect
Target sequence (O94925 whole entry, looked up): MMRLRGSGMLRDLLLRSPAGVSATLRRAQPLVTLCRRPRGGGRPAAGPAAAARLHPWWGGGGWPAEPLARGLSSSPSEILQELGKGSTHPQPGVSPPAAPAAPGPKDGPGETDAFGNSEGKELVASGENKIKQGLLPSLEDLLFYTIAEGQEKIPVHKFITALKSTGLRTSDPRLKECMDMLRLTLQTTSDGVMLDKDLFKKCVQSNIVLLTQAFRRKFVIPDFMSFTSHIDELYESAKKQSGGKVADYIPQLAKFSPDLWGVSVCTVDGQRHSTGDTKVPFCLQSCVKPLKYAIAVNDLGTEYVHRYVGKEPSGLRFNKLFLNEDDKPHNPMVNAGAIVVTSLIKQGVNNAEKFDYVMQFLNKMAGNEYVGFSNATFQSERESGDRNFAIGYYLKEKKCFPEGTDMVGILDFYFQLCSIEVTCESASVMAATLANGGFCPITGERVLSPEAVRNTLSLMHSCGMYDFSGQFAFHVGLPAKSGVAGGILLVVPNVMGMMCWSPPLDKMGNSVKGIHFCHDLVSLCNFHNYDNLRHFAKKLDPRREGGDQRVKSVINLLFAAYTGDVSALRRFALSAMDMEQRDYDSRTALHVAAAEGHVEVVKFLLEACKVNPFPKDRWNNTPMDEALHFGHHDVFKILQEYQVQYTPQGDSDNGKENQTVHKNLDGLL
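Read-out is an Amplex red fluorescence increase coupled through glutamate oxidase and HRP, measured before and after 30 min room-temperature incubation. hKGA is in 45 mM KH2PO4 (pH 8.2) with 0.02% Tween-20; glutamine added as 1mM solution.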
HP1b binding inh = inhibitors of HP1-beta chromodomain binding to methylated histone tails. P83916. AlphaScreen HP1-beta / biotin-H3K9me3 peptide binding. Potency, µM (top dose mostly 114 µM), for the others: at the top dose activity change, negative = inhibition, most hits filed as inhibitors. 390,000 compounds, 0.56% hits. AID 540317; further: nearly all actives have a fitted effect of over 70% in size; inactives centre near 23
Target sequence (P83916 whole entry, looked up): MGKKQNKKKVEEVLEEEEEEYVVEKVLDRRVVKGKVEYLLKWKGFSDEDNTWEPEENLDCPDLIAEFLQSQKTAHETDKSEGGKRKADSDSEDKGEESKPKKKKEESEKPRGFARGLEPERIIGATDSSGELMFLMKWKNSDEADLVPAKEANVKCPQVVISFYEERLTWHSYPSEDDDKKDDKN
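AlphaScreen: HP1-beta (50 nM) preformed 30 min with biotin-H3(1-18)K9me3 peptide (50 nM) in PBS pH 7.4, 0.01% Tween-20. Compound added for 30 min at RT, then streptavidin donor/nickel chelate acceptor beads (10 ug/mL) for 30 min.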
G9a inh = G9a (human) methyltransferase inhibition. G9a H3K9 monomethylation, AlphaScreen, 2 h. Potency, µM (series often up to 102 µM), for the others: at the highest dose activity, negative = inhibition, hits mostly inhibitors. 350,000 compounds, 8.8% hits; further: on the % scale 0 is the no-effect control and ±100 the full control effect; nearly all actives have a fitted effect of over 75% in size
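Compounds were preincubated with 20 nM G9a for 15 min, after which biotinylated H3K9 peptide (500 nM) and SAM (20 uM) started a 2 h room-temperature reaction. Monomethylated product was quantified by antibody-based AlphaScreen chemiluminescence.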
Pin1 inhibitor = blocks the human prolyl isomerase Pin1 | Q13526 | Pin1 FP peptide displacement, HiFluor488, 10 min | Potency, µM (series often up to 115 µM), without a hit: top-dose activity, negative = inhibition, usual class: inhibitors | 390,000 compounds, 0.009% hits; active means well fitted inhibition curve with a large enough effect in the polarisation, with a control signal flat, not every such curve was filed as active; inconclusive means small, poorly fitted or top-dose-only effect, or effect the other way, or a change in a side signal; inactive means no such curve, though single readings can be large or run the other way; the % refers to the polarisation; further: on the % scale 0 is the no-effect control and ±100 the full control effect
Target sequence (Q13526 whole entry, looked up): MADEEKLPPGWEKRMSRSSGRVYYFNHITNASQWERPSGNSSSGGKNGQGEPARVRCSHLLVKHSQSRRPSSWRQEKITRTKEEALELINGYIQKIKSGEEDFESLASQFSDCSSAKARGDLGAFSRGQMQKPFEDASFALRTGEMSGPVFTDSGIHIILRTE
BLM inh = inhibitors of human Bloom syndrome helicase BLM | recombinant BLM DNA unwinding, fluorescence dequenching | Potency, µM (doses to about 56.1 µM), for the others: at the highest dose activity change, negative = inhibition, most hits filed as inhibitors | 350,000 compounds, 0.2% hits | AID 2528;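 further: plate controls were vehicle for no effect and no enzyme for full effect; nearly all actives have a fitted effect of over 35% in size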
Tb PGK inh = T. brucei PGK inhibition; 380,000 compounds, 0.043% hits; PGK/GAPDH coupled, Kinase-Glo luminescence, 60 min; AID 602233; Potency, µM (doses to about 57.5 µM), inactives show top-dose activity change, negative = inhibition, most hits filed as inhibitors; P07378; further: on the % scale 0 is the no-effect control and ±100 the full control effect; nearly all actives have a fitted effect of over 60% in size
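Luminescent ATP detection (Kinase-Glo Plus) follows a 60-minute room-temperature incubation, with wells lacking PGK as controls. Buffer: 100 mM TEA (pH 7.6), 5 mM MgCl2, 0.01% Tween-20. Coupling enzyme GAPDH (100 nM final) supplies unstable 1,3-BPG in-well.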
BAZ2B block = BAZ2B (human) inhibition. Q9UIF8. AlphaScreen BAZ2B-H3K14Ac peptide displacement. Potency, µM (series often up to 114 µM), for inactives: at the highest dose activity change, negative = inhibition, hits mostly inhibitors. 360,000 compounds, 4.4% hits; further: on the % scale 0 is the no-effect control and ±100 the full control effect; nearly all actives have a fitted effect of over 60% in size
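AlphaScreen displacement of biotin-H3(5-23)K14Ac peptide (50 nM final) from BAZ2B (50 nM final) in PBS pH 7.4, 0.01% Tween-20; complex preformed 30 min RT, then compounds (top 110 uM) 30 min RT, beads 20 min dark.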
An asterisk follows results filed as active; i = inactive; ? = inconclusive; / = no result given; [ ] = remark or other dose. Unless noted, the call rests on the fitted dose curve; in most records, active means well fitted curve in the direction sought with a large enough effect; inconclusive means small, poorly fitted or top-dose-only effect, or another doubt; inactive means no such curve, though single readings can be large; an effect the other way counts as inactive or inconclusive. Potency means the concentration at half of the fitted maximal effect.

SMILES	JMJD2A Tudor	POLI inh	GLS inh	HP1b binding inh	G9a inh	Pin1 inhibitor	BLM inh	Tb PGK inh	BAZ2B block
COc1ccc(F)cc1C(=O)C1CCCN(Cc2ccc(Oc3ncccn3)cc2)C1 (centres undefined)	-20%	69%[activator]	1%	5%	7%	-5%	-6%	i	-13%
COc1ccc(NC(=O)CN2CCOCC2)cc1S(=O)(=O)N1CCCCC1	-3%	5%	0%	39%	17%[2.33 µM]	0%	/	-1%	-35%
COc1ccc(NC(=O)C#Cc2ccccc2)cc1	-18%	7%	-11%	-17%	18%	0%	-4%	-9%	8%
COc1ccc(N2CCN(C(=O)c3ccc(NS(=O)(=O)c4ccccc4)cc3)CC2)cc1	-31%	8%	26%	?	20µM*	30%	-7%	-9%	57%[activator]
CCOC(=O)CN1C(=O)C(CC)Oc2ccccc21 (centres undefined)	-4%	24%	-2%	28%	-8%	-2%	-2%	-10%	11%
CN(CC(=O)Nc1ccc(Cl)cc1)Cc1cc(=O)n2ccsc2n1	-33%	?	-6%	-3%	?	7%	-9%	-1%	-24%
COc1ccc(N(CC(=O)Nc2cc(C)cc(C)c2)S(=O)(=O)c2ccccc2[N+](=O)[O-])c(OC)c1	-19%	32%[activator]	0%	20%	?	-2%	-8%	3%	-3%
COc1ccc(S(=O)(=O)N2CCN(CC(=O)NCC3(N4CCOCC4)CCCCC3)CC2)cc1	-14%	22%	0%	14%	-4%[12.7 µM]	-3%	/	-5%	11%
O=C(COc1ccc(S(=O)(=O)NCCc2ccccc2)cc1)N1CCCC1	?	20%	-2%	-30%	9%[12.7 µM]	-11%	-1%	/	12%
CC(C)Cc1ccc(S(=O)(=O)NCC2CCCO2)cc1 (centres undefined)	3%	27%	-3%	28%	16%	10%	-6%	i	9%
COC(=O)c1cc2nc(-c3ccccc3)cc(C)n2n1	8%	-6%	-5%	4%	?	-3%	-2%	-1%	-4%
COc1ccc(CC(=O)Nc2cccc(/C(C)=N/NC(=O)C3(C)CC3(Br)Br)c2)cc1 (centres undefined)	-23%	9%	8%	5%	9%	30%	-10%	-4%	-21%
CC1CCCN(C2=C(Cl)C(=O)N(c3cccc(Cl)c3)C2=O)C1 (centres undefined)	93%[activator]	-3%	18%	253%[activator]	64%[activator][59 µM]	13%	-2%	10%	95%[activator]
O=C(C[C@H]1C/C=C\CC[C@H](Cc2ccc(F)cc2)C(=O)OC[C@@H](Cc2c[nH]c3ccccc23)NC1=O)NCCO	-35%	18%	10%	20%	/	5%	/	-9%	/
CCOC(=O)N1CCN(CCC(=O)Nc2cccc(Cl)c2C)CC1	-6%	-9%	-7%	39%[activator]	-4%[0.501 µM]	-1%	4%	-2%	15%
Cc1ccc(C(=O)NC(C)CCc2ccccc2)cc1[N+](=O)[O-] (centres undefined)	-7%	2%	19%	16%	-7%[59 µM]	-2%	-6%	7%	-11%
O=c1c2ccccc2nnn1CSc1nnc2ccccn12	-12%	19%	-3%	54%[activator]	3%[12.7 µM]	3%	-2%	-6%	-4%
COC(=O)[C@@]12CCCCN1[C@H](c1ccc(-c3ccc(F)cc3)c(OC)c1)[C@H]1C(=O)N(C)C(=O)[C@H]12	-31%	6%	2%	31%	/	13%	/	i	/
COc1cc(-c2nnc(SCC(=O)Oc3ccccc3Cl)o2)cc(OC)c1OC	-6%	23%	8%	30%	?	-8%	2%	2%	0%
O=S(=O)(c1ccc2c(c1)N(Cc1ccc(Cl)cc1)C1CCCN21)N1CCOCC1 (centres undefined)	-15%	-7%	0%	1%	50µM*	38%[activator]	-6%	-3%	-1%
Cc1nn(CC(=O)Nc2nnc(CC(=O)N3CCCC3)s2)c(=O)c2ccccc12	4%[11.4 µM]	1%	6%	-8%	45µM*	-8%	-3%	1%	-3%
CCOC(=O)Nc1ccc2c3c(cccc13)-c1ccccc1-2	27%	69%[activator]	-1%	63%[activator]	/	-3%	/	-2%	/
CCC(CO)Oc1cc(NCc2ccccc2)c2ncn(C(C)C)c2c1 (centres undefined)	?	18µM*	26%	14%	/	5%	/	-11%	/
CCOc1ccc(CCNC(=O)c2cc3c(-c4ccccc4F)nn(C)c3s2)cc1OCC	-23%	8%	-2%	19%	-11%[59 µM]	?	-12%	-4%	/
O=[N+]([O-])c1ccc(-n2nnnc2CN2CCOCC2)cc1	-3%	62%[activator]	14%	36%[activator]	12%	-5%	4%	-4%	-1%
SMILES	JMJD2A Tudor	POLI inh	GLS inh	HP1b binding inh	G9a inh	Pin1 inhibitor	BLM inh	Tb PGK inh	BAZ2B block
Nc1ccc(Nc2ccccc2)cc1	40µM*	18%	27%	?	4.5µM*	1%	2%	-11%	35µM*
COC(=O)/C=C1\SC(=Nc2ccc(OC)cc2)NC1=O	-15%	5%	-2%	21%	4%	1%	0%	-8%	-18%
O=C(Nc1ccccc1)C(Cc1ccccc1)NC(=O)C12CC3CC(CC(C3)C1)C2 (centres undefined)	-8%	9%	2%	9%	23%	0%	-2%	-7%	-8%
CC(OC(=O)c1cc2sccc2n1C)C(=O)NC(C)(C)C (centres undefined)	-12%	?	0%	29%	?	6%	1%	3%	-9%
CCOc1ccc(NS(=O)(=O)c2cccc(C(=O)N(C)Cc3ccco3)c2)cc1	-12%	159%[activator]	14%	18%	7%[2.33 µM]	7%	/	3%	-9%
COc1cc(CCC(=O)OCC(=O)Nc2ccccc2C(C)C)cc(OC)c1OC	12%	14%	2%	15%	45%[59 µM]	-5%	2%	-12%	-4%
Cc1occc1-c1nnc(SCC(=O)NC2CC2)n1C(C)C	-13%	10%	9%	32%	-9%	1%	-2%	6%	?
C/C(N)=C(/C#N)C(=O)CN1CCCCC1	-2%	4%	8%	53%	0%	3%	0%	-7%	-6%
Cc1c(C(=O)NCc2ccc3c(c2)OCO3)sc2nc(-c3ccccc3)cn12	-12%	12%	3%	40%[activator]	?	-1%	2%	-9%	?
COc1ccc(C)cc1N(CC(N)=O)S(=O)(=O)c1ccc(C)cc1	-9%	23%	?	17%	4%[59 µM]	2%	3%	-3%	-2%
COc1ccc(NS(=O)(=O)c2ccc(-c3n[nH]c(=S)n3Cc3ccccc3)cc2)cc1	25µM*	0%	-23%	-15%	4µM*	-10%	-1%	-1%	-35%
Cc1noc(/C=C/c2ccccc2F)c1S(=O)(=O)N1CCC(C(=O)Nc2ccc(C#N)cc2)CC1	-14%	50%[activator]	6%	20%[57 µM]	-4%[59 µM]	-2%	0%	-9%	-4%
CC(C)(C)N(CC#CCC1(O)c2ccccc2-c2ccccc21)CCO	4%	61%[activator]	2%	11%	-4%[0.501 µM]	-2%	-9%	-13%	8%
CCSc1nc(N)nc2c1ncn2C1OC(CO)C(O)C1O (centres undefined)	-8%	6%	20%	29%	/	5%	/	6%	/
O=c1oc2cc(O)ccc2cc1-c1nnc(Nc2ccccc2F)s1	?	?	6%	50%[activator]	?	?	-13%	/	-36%
COc1ccnc(-n2cccc2C#N)c1C#N	-14%	-18%	7%	21%	6%	-2%	-2%	i	-2%
COc1ccc(S(=O)(=O)NCCc2nnc3ccc(SCc4cccnc4)nn23)cc1	-4%	37%[activator]	-5%	31%	-4%	28%	0%	2%	11%
CCCc1cc(=O)[nH]c(SCC(=O)Nc2oc(C)c3c(C)n[nH]c(=O)c23)n1	-7%	27%	25%	13%	33%[0.501 µM]	-1%	/	0%	9%
FC(F)(F)c1nc(-c2cccs2)ncc1-c1nnnn1-c1ccc(Cl)cc1	-11%[57.1 µM]	2%	-2%	97%[activator]	11%	10%	-10%	3%	6%

Ten successive records out of the list so far, quoted:
SMILES	JMJD2A Tudor	POLI inh	GLS inh	HP1b binding inh	G9a inh	Pin1 inhibitor	BLM inh	Tb PGK inh	BAZ2B block
Nc1ccc(Nc2ccccc2)cc1	40µM*	18%	27%	?	4.5µM*	1%	2%	-11%	35µM*
COC(=O)/C=C1\SC(=Nc2ccc(OC)cc2)NC1=O	-15%	5%	-2%	21%	4%	1%	0%	-8%	-18%
O=C(Nc1ccccc1)C(Cc1ccccc1)NC(=O)C12CC3CC(CC(C3)C1)C2 (centres undefined)	-8%	9%	2%	9%	23%	0%	-2%	-7%	-8%
CC(OC(=O)c1cc2sccc2n1C)C(=O)NC(C)(C)C (centres undefined)	-12%	?	0%	29%	?	6%	1%	3%	-9%
CCOc1ccc(NS(=O)(=O)c2cccc(C(=O)N(C)Cc3ccco3)c2)cc1	-12%	159%[activator]	14%	18%	7%[2.33 µM]	7%	/	3%	-9%
COc1cc(CCC(=O)OCC(=O)Nc2ccccc2C(C)C)cc(OC)c1OC	12%	14%	2%	15%	45%[59 µM]	-5%	2%	-12%	-4%
Cc1occc1-c1nnc(SCC(=O)NC2CC2)n1C(C)C	-13%	10%	9%	32%	-9%	1%	-2%	6%	?
C/C(N)=C(/C#N)C(=O)CN1CCCCC1	-2%	4%	8%	53%	0%	3%	0%	-7%	-6%
Cc1c(C(=O)NCc2ccc3c(c2)OCO3)sc2nc(-c3ccccc3)cn12	-12%	12%	3%	40%[activator]	?	-1%	2%	-9%	?
COc1ccc(C)cc1N(CC(N)=O)S(=O)(=O)c1ccc(C)cc1	-9%	23%	?	17%	4%[59 µM]	2%	3%	-3%	-2%

The list is partial; rates above refer to the full screens.
